Screening data (PubChem)
NOD2 inhibition = NOD2 signaling inhibitors, cell-based, luminescence, uHTS, HEK293 (AID 1566). HEK293 NOD2/NF-kB luciferase reporter, luminescence; higher % means a stronger effect. inhibition, % at 4 µM, or EC50 in µM where a hit was titrated. 290,000 tested, 0.63% active; further: many of its hits are not listed in these tables
T cell HTS = modulators of CD8 T cell-vesicle binding, primary screen, mouse 2C CD8+ T cells, flow cytometry; 2C CD8+ T cell-vesicle binding; active compounds read low; calls only at 7 µM; 330,000 tested, 0.068% active; AID 2052, 2009;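 active means response, share of CD8 T cells binding vesicles, and their 90th percentile fluorescence all below set limits, cut at about 80% in these data, passing the limit was not always enough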
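Benchmarks: naked versus QL9-loaded vesicles / Assay system: purified 2C TCR transgenic mouse naive CD8+ T cells / Technique: high-throughput flow cytometry with anti-B7-1 and anti-CD8 staining / Timing: Cell–vesicle co-incubation 1.5 h at 37 °C, staining 20 min on ice / Read-out: percent CD8+ FL2 mean versus row control / Probe or stimulus: QL9-loaded Drosophila micro-vesicles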
GPR55 activation = GPR55 agonists via beta-arrestin recruitment, primary screen, imaging, U2OS cells, beta-arrestin-GFP redistribution (AID 1961) | U2OS GPR55 beta-arrestin-GFP redistribution imaging; higher % means a stronger effect | one-dose activation, % at 10 µM; EC50 in µM for titrated hits | 290,000 tested, 0.048% active;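 active means activation above 40% with more than 50 cells counted in the well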;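 further: U2OS osteosarcoma cells stably expressing GPR55 and beta-arrestin-GFP; plate controls were DMSO negative control for no effect and LPI positive control for full effect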
NOD1 inhibition = NOD1 signaling inhibitors, primary screen, cell-based, luminescence, uHTS (AID 1578). NOD1-driven NF-kB luciferase reporter cells, luminescence; higher % means a stronger effect. inhibition, % at 4 µM, or EC50 in µM where a hit was titrated. 290,000 tested, 1% active; in the data active means inhibition mostly above about 36%, no sharp cut-off; inactive means mostly below about 34%;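 further: HEK-293T reporter cells stimulated with the NOD1 agonist gamma-tri-DAP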
KOR beta-arrestin-1 = KOR antagonists, beta-arrestin recruitment, cell-based, luminescence, uHTS (AID 1778); Kappa-type opioid receptor (Homo sapiens); KOR beta-arrestin recruitment, luminescence, antagonist mode; higher % means a stronger effect; inhibition, % at 10 µM; hits with a dose series show IC50 in µM; 290,000 tested, 0.091% active; further: strong numbers were not always called active
Myeloid diff MLP = induction of myeloid progenitor differentiation, primary screen, cell-based, flow cytometry, MLPCN library | 360,000 tested, 1% active | ER-HoxA9 myeloid progenitors, lysozyme-GFP differentiation | AID 624256, 2012 | calls only at 10 µM;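 active means normalized GFP-positive differentiation at or above the plate's own cutoff, the solvent-only control mean plus 3 SD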;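 further: cells exposed to compound for four days before flow analysis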
NTR1 agonist = agonists of NTR1, primary screen, imaging, U2OS cells, beta-arrestin-GFP, high content (AID 493036) | Neurotensin receptor type 1 (Homo sapiens), P30989 | NTR1-U2OS beta-arrestin-GFP spot imaging, agonist mode | activation, % at 20 µM | 330,000 tested, 0.17% active;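 active means activation at or above 40% of the spot to cytoplasm intensity ratio, with at least 20 cells analyzed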;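 further: 0% = DMSO without peptide and 100% = 100 nM NTR1 peptide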
Target sequence (P30989 whole entry, looked up): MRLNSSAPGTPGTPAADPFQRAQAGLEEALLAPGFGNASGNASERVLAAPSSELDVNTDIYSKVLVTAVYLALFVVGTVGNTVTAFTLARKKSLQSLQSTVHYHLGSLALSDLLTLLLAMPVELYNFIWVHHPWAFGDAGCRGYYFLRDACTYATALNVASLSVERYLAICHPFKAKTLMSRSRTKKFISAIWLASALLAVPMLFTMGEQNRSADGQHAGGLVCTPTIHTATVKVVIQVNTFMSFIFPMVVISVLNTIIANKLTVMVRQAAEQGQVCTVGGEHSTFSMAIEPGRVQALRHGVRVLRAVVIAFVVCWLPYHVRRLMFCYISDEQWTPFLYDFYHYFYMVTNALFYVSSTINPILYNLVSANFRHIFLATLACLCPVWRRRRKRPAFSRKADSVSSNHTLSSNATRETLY
GPR55 antagonists = GPR55 antagonists blocking LPI-driven arrestin recruitment, primary screen, imaging, U2OS, beta-arrestin-GFP, LPI agonist (AID 2013) | one-dose inhibition, % at 10 µM; IC50 in µM for titrated hits | 290,000 tested, 0.13% active | U2OS GPR55 beta-arrestin-GFP translocation imaging, LPI antagonism; higher % means a stronger effect;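 active means spots per cell inhibited over 60%, with over 100 cells counted and total cytoplasm intensity under 500,000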;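 further: U2OS cells stably carrying GPR55 and arrestin-GFP stimulated by 5 µM LPI near EC80; imaged beta-arrestin-GFP aggregate spots per cell after agonist stimulation; plate controls were LPI-stimulated DMSO wells for no effect and DMSO wells without LPI for full effect; some results filed as inactive read as strong as hits; confirmed hits need IC50 under 10 µM and bright autofluorescent wells are also inconclusive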
KOR beta-arrestin-2 = KOR agonists, beta-arrestin recruitment, primary screen, cell-based, luminescence, uHTS (AID 1777) | Kappa-type opioid receptor (Homo sapiens) | KOR beta-arrestin recruitment, luminescence; higher % means a stronger effect | activation, % at 10 µM; hits with a dose series show EC50 in µM | 280,000 tested, 0.02% active; in the data active means activation above about 50%, passing the limit was not always enough; further: a part of the inactive calls stands beside numbers as strong as those of hits
T cell HTS vesicle-bound % = second read-out of T cell HTS, no call of its own (marks repeat the call); double positive events, %; measured here: CD8+ vesicle-bound cell fraction;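 binding gate set so that unloaded-vesicle control wells show 10% double positive cells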
NTR1 agonist cell count 20 µM = recorded beside NTR1 agonist, whose call it bears; cell count; measured here: cell count, cytotoxicity flag
Myeloid diff MLP GFP+ MAC1+ % = second read-out of Myeloid diff MLP, no call of its own (marks repeat the call); GFP+ MAC1+ double positive, %; measured here: differentiation confirmed by MAC1 staining
Active calls of the source: *; i = inactive; / = not tested or not shown; + = active, no number; [ ] = dose if it differs, or a comment. Unless noted, no stated cut-off is given here; in the data, active means inhibition above about 50%; inactive means the rest. These rows are one share of the data; count on the stated rates, not on these rows.

SMILES	NOD2 inhibition	T cell HTS	T cell HTS vesicle-bound %	GPR55 activation	NOD1 inhibition	KOR beta-arrestin-1	Myeloid diff MLP	Myeloid diff MLP GFP+ MAC1+ %	NTR1 agonist	NTR1 agonist cell count 20 µM	GPR55 antagonists	KOR beta-arrestin-2
CC(=O)c1cc(F)c(N2CCCCCC2)cc1C	-5%	i	15	-0.3%	-21%	15%	i	0.5	4.6	66	-5%	-2.5%
Cc1cn(CC2COC(C)(C)O2)c(=O)[nH]c1=O (configuration not stated)	4%	i	29	-0.1%	-16%	-9%	i	0.8	3.1	63	12%	1.4%
COc1ccc(/C=N/NC(=O)c2ccc3nc[nH]c3c2)cc1	17%	i	30	0.2%	-8%	5%	i	0.1	0.2	55	-8%	2.1%
O=C(Nc1nncs1)c1cccnc1Cl	-1%	i	8	0.0%	-50%	31%	i	0.4	-0.6	58	-3%	1.3%
Cc1nonc1NC(=O)CSc1nc2c(C)cccc2cc1C#N	2%	i	36	0.3%	-24%	3%	+	19*	-3.4	71	-2%	-2.4%
Cc1ccccc1NC(=O)c1c(Cl)nc(C)c(Cl)c1C	12%	i	41	-0.2%	-18%	18%	i	0.4	-0.3	75	10%	4.9%
Cc1ccc(C)c(-n2c(SCC(=O)Nc3nonc3C)nnc2-c2ccoc2C)c1	-5%	i	54	-0.3%	-15%	4%	i	0.9	7.9	53	-6%	9.4%
COc1ccc(CNC(=O)CCSCc2cccc(Cl)c2)c(OC)c1	14%	i	39	0.1%	45%	26%	i	0.2	-1.0	48	6%	0.8%
CCc1ccc2nc(NC3=NCN(CCN4CCOCC4)CN3)nc(C)c2c1	8%	/	/	-0.2%	5%	20%	/	/	/	/	17%	0.9%
COc1ccc2c(c1)c1nnc(SCC(=O)N3C(C)CCCC3C)nc1n2C (configuration not stated)	6%	i	12	-0.1%	8%	-11%	i	0.9	-0.5	90	-4%	1.7%
N#Cc1cnn2ccn(C3OC(CO)C(O)C3O)c12 (configuration not stated)	10%	i	53	0.3%	-6%	-1%	i	0.2	1.0	90	11%	3.6%
O=C(NCCN1CCOCC1)c1cc(Br)ccc1Cl	7%	i	45	-0.2%	-24%	-3%	i	1.1	0.5	61	-2%	3.3%
Cc1ccc(NC(=O)C2CCN(C(=O)c3ccccc3C)CC2)cc1	16%	i	47	-0.1%	-13%	-17%	i	0.2	1.5	71	12%	9.7%
CC(C)(C)CC(=O)N1CCN(Cc2ccc3c(c2)OCO3)CC1	-14%	i	12	-0.1%	44%	33%	i	1.3	-0.4	57	5%	-1.0%
O=C(NCCc1ccc(Cl)cc1)/C(=C/c1cccnc1)NC(=O)c1ccccc1	-5%	i	57	-0.2%	-24%	-4%	i	0.1	1.5	91	0%	9.9%
Cc1ccc(-c2nc(-c3cccnc3)sc2CC(=O)Nc2ccc3nc(C)sc3c2)cc1	4%	i	31	0.0%	-3%	11%	i	1.5	-1.9	66	19%	5.0%
O=C(CCNc1ccc(F)cc1)c1cc2ccccc2o1	-8%	i	63	-0.1%	-48%	-38%	i	0.3	1.0	58	-4%	4.7%
Cc1cc(C)c(S(=O)(=O)NCc2csc(C)n2)c(C)c1	20%	i	32	-0.3%	4%	-10%	i	0.3	2.4	97	-1%	-0.1%
CCNC(=O)N1c2ccccc2Sc2ccccc21	4%	i	55	-0.1%	-33%	-18%[20 µM]	i	1.4	-2.0	77	2%	-5.0%
CN(C)S(=O)(=O)N(CC(=O)Nc1ccccc1)c1ccccc1	10%	i	36	0.1%	-35%	13%	i	1.1	0.4	30	-7%	-6.7%
NC(=O)/C(=C\c1cccnc1)NC(=O)c1ccccc1	-9%	i	35	0.9%	5%	-59%	i	0.5	2.4	45	4%	4.5%
Cn1c(N)c(C(=O)CSc2nc(N)cc(N)n2)c(=O)n(C)c1=O	12%	i	1	-0.2%	-16%	7%	i	0.6	-0.5	48	-8%	-1.3%
Cc1ccc(-c2nnc(SCC(=O)NC3CCS(=O)(=O)C3)nc2-c2ccc(C)cc2)cc1 (configuration not stated)	11%	i	11	0.2%	-4%	9%	i	0.4	6.0	46	12%	5.0%
O=C1CCCCN1CCC(=O)N1CCCC(Nc2ccc(F)c(F)c2)C1 (configuration not stated)	-1%	i	59	-0.1%	-11%	-16%	i	1.8	3.5	53	9%	0.9%
CCOc1ccc(S(=O)(=O)Nc2ccc3c(c2)OCO3)c2cccnc12	-14%	i	57	-0.3%	-21%	-29%	i	1.3	-2.4	87	12%	-0.4%
COc1ccc(CN2CCSc3sccc3C2=O)cc1	1%	i	44	0.3%	-4%	18%	i	0.3	-0.7	105	10%	-2.9%
N#Cc1c(NCCCO)nc(-c2ccccc2)c2c1CCCC2	16%	i	20	-0.2%	8%	14%	i	3.4	9.1	54	-4%	4.8%
Cn1cc(Br)c(C(=O)Nc2nccs2)n1	-1%	i	40	-0.5%	-23%	21%	i	1.7	-0.1	76	13%	-2.9%
CCOC(=O)C1CCCN(S(=O)(=O)c2ccccc2)C1 (configuration not stated)	29%	i	11	-0.2%	/	14%	i	0.5	-0.9	90	-4%	-3.8%
OCc1ccccc1OCCOc1ccc(Cl)c2cccnc12	-19%	i	58	-0.1%	-15%	-14%	i	2.4	0.3	65	3%	0.5%
FC(F)(F)c1nc(=S)c2ccccc2[nH]1	11%	/	/	-0.3%	-4%	-17%	i	1.4	/	/	-17%	0.0%
O=C1NC(CCc2ccccc2)C(=O)N1CCOc1ccccc1 (configuration not stated)	22%	i	20	-0.5%	-15%	10%	i	0.8	0.3	50	-1%	-3.9%
COc1ccc(N=NC2C(=O)N(c3ccccc3)N=C2C)cc1 (configuration not stated)	-50%	i	16	0.6%	-20%	30%	i	0.1	1.3	58	-5%	5.4%
CC(=O)c1ccc(-c2ccc([C@H]3[C@H]4C=CC[C@@H](C)[C@@H]4C(=O)N3Cc3ccccc3)c(F)c2)cc1	-10%	i	45	-0.1%	-4%	-19%	i	0.9	8.5	98	12%	1.2%
COc1ccc(/C=C2\Oc3cc(OCC(=O)N4CCC[C@H]4CO)ccc3C2=O)c(OC)c1	18%	i	25	0.4%	3%	-20%[20 µM]	i	2.7	6.3	85	3%	-3.8%
COc1ccccc1OCCN1CSC(=S)N(C)C1	5%	i	46	0.1%	-36%	-34%	i	5.3	-0.4	53	7%	-1.0%
COc1cc(/C=N/NC(=O)C2COc3ccccc3O2)ccc1O (configuration not stated)	11%	i	53	0.0%	-11%	-19%	i	0.8	0.4	59	1%	4.6%
Fc1ccc(N2CCN(Cc3cnc(N4CCOCC4)s3)CC2)cc1	2%	i	65	0.4%	-23%	29%	i	0.4	0.0	54	6%	-5.7%
COc1ccc(/C=N/Nc2nc(-c3ccc(Cl)cc3)cc(C(F)(F)F)n2)c(OC)c1	-4%	i	9	-0.3%	-16%	-12%	i	1.0	4.4	45	0%	9.9%
COc1ccc(C(=O)N2CCNC(=O)C2CC(=O)Nc2cccc(Cl)c2Cl)cc1 (configuration not stated)	-3%	i	22	0.3%	14%	12%	i	0.9	-0.6	56	13%	-2.3%
Cc1cccc(NC(=O)CCC(=O)N/N=C/c2ccco2)c1C	6%	i	47	1.0%	3%	-33%	i	0.2	-1.2	50	-6%	-0.7%
COC(=O)c1[nH]c2cc(OC)c(OC)cc2c1/C=N/Nc1ccccc1	12%	i	27	0.0%	2%	-38%	i	0.2	9.8	84	-1%	1.3%
COc1ccc(CNC(=O)COC(=O)CCCOc2ccc(Cl)cc2Cl)cc1	-4%	i	11	0.1%	0%	20%	i	0.5	-0.4	76	2%	3.0%
O=C(c1cc(Cl)ccc1Cl)N1CCOCC1	7%	i	20	-0.2%	-7%	-3%	i	0.4	0.3	40	3%	0.3%

In a second layout: results already given
Molecule | NOD2 inhibition | T cell HTS | T cell HTS vesicle-bound % | GPR55 activation | NOD1 inhibition | KOR beta-arrestin-1 | Myeloid diff MLP | Myeloid diff MLP GFP+ MAC1+ % | NTR1 agonist | NTR1 agonist cell count 20 µM | GPR55 antagonists | KOR beta-arrestin-2
COc1ccc(/C=C2\Oc3cc(OCC(=O)N4CCC[C@H]4CO)ccc3C2=O)c(OC)c1 | 18% | i | 25 | 0.4% | 3% | -20%[20 µM] | i | 2.7 | 6.3 | 85 | 3% | -3.8%
COc1ccccc1OCCN1CSC(=S)N(C)C1 | 5% | i | 46 | 0.1% | -36% | -34% | i | 5.3 | -0.4 | 53 | 7% | -1.0%
COc1cc(/C=N/NC(=O)C2COc3ccccc3O2)ccc1O (configuration not stated) | 11% | i | 53 | 0.0% | -11% | -19% | i | 0.8 | 0.4 | 59 | 1% | 4.6%
Fc1ccc(N2CCN(Cc3cnc(N4CCOCC4)s3)CC2)cc1 | 2% | i | 65 | 0.4% | -23% | 29% | i | 0.4 | 0.0 | 54 | 6% | -5.7%
COc1ccc(/C=N/Nc2nc(-c3ccc(Cl)cc3)cc(C(F)(F)F)n2)c(OC)c1 | -4% | i | 9 | -0.3% | -16% | -12% | i | 1.0 | 4.4 | 45 | 0% | 9.9%
COc1ccc(C(=O)N2CCNC(=O)C2CC(=O)Nc2cccc(Cl)c2Cl)cc1 (configuration not stated) | -3% | i | 22 | 0.3% | 14% | 12% | i | 0.9 | -0.6 | 56 | 13% | -2.3%
Cc1cccc(NC(=O)CCC(=O)N/N=C/c2ccco2)c1C | 6% | i | 47 | 1.0% | 3% | -33% | i | 0.2 | -1.2 | 50 | -6% | -0.7%
COC(=O)c1[nH]c2cc(OC)c(OC)cc2c1/C=N/Nc1ccccc1 | 12% | i | 27 | 0.0% | 2% | -38% | i | 0.2 | 9.8 | 84 | -1% | 1.3%
COc1ccc(CNC(=O)COC(=O)CCCOc2ccc(Cl)cc2Cl)cc1 | -4% | i | 11 | 0.1% | 0% | 20% | i | 0.5 | -0.4 | 76 | 2% | 3.0%
O=C(c1cc(Cl)ccc1Cl)N1CCOCC1 | 7% | i | 20 | -0.2% | -7% | -3% | i | 0.4 | 0.3 | 40 | 3% | 0.3%
